Bioassay records from PubChem.
NOD1 NF-kB reporter: NOD1 signaling inhibitors, primary screen, cell-based, luminescence, uHTS (AID 1578) | NOD1-driven NF-kB luciferase reporter cells, luminescence; higher % means a stronger effect | inhibition, % at 4 µM; hits with a dose series show EC50 in µM | 290,000 tested, 1% active; in the data active = inhibition mostly above about 36%, no sharp cut-off; inactive = mostly below about 34%;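 also: HEK-293T reporter cells stimulated with the NOD1 agonist gamma-tri-DAP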
NTR1 agonist: agonists of NTR1, primary screen, imaging, U2OS cells, beta-arrestin-GFP, high content (AID 493036) | 330,000 tested, 0.17% active | Neurotensin receptor type 1 (Homo sapiens), P30989 | activation, % at 20 µM | NTR1-U2OS beta-arrestin-GFP spot imaging, agonist mode;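 active = activation at or above 40% of the spot to cytoplasm intensity ratio, with at least 20 cells analyzed; inconclusive = wells under 20 cells, flagged as cytotoxic or low count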;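 also: 0% = DMSO without peptide and 100% = 100 nM NTR1 peptide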
Target sequence (P30989 whole entry, looked up): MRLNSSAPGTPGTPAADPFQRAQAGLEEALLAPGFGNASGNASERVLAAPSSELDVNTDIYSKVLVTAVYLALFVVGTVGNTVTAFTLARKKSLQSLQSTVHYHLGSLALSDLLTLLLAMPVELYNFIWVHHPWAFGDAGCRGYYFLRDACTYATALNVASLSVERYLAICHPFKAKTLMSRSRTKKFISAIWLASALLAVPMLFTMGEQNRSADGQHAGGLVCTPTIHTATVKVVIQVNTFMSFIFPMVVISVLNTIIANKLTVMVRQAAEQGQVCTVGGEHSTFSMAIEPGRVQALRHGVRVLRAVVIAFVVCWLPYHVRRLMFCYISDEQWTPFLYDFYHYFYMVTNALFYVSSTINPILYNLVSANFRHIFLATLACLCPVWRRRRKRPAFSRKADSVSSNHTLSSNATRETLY
KOR beta-arrestin-1: KOR agonists, beta-arrestin recruitment, primary screen, cell-based, luminescence, uHTS (AID 1777); 280,000 tested, 0.02% active; Kappa-type opioid receptor (Homo sapiens); activation, % at 10 µM; hits with a dose series show EC50 in µM; KOR beta-arrestin recruitment, luminescence; higher % means a stronger effect; in the data active = activation above about 50%, passing the limit was not always enough; also: a part of the inactive calls stands beside numbers as strong as those of hits
GPR55 beta-arrestin: GPR55 agonists via beta-arrestin recruitment, primary screen, imaging, U2OS cells, beta-arrestin-GFP redistribution (AID 1961); U2OS GPR55 beta-arrestin-GFP redistribution imaging; higher % means a stronger effect; 290,000 tested, 0.048% active; G-protein coupled receptor 55 (Homo sapiens); one-dose activation, % at 10 µM; EC50 in µM for titrated hits;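 active = activation above 40% with more than 50 cells counted in the well; inconclusive = wells holding fewer than 50 cells, flagged as toxic or sparse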;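 also: U2OS osteosarcoma cells stably expressing GPR55 and beta-arrestin-GFP; plate controls were DMSO negative control for no effect and LPI positive control for full effect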
NOD2 inhibition: NOD2 signaling inhibitors, cell-based, luminescence, uHTS, HEK293 (AID 1566); HEK293 NOD2/NF-kB luciferase reporter, luminescence; higher % means a stronger effect; one-dose inhibition, % at 4 µM; EC50 in µM for titrated hits; 290,000 tested, 0.63% active; also: many of its hits are not listed in these tables
Myeloid diff MLP: induction of myeloid progenitor differentiation, primary screen, cell-based, flow cytometry, MLPCN library | calls only at 10 µM | ER-HoxA9 myeloid progenitors, lysozyme-GFP differentiation | 360,000 tested, 1% active;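 active = normalized GFP-positive differentiation at or above the plate's own cutoff, the solvent-only control mean plus 3 SD; inconclusive = no clear call, values can overlap the other calls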;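 also: cells exposed to compound for four days before flow analysis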
GPR55 antagonists: GPR55 antagonists blocking LPI-driven arrestin recruitment, primary screen, imaging, U2OS, beta-arrestin-GFP, LPI agonist (AID 2013). G-protein coupled receptor 55 (Homo sapiens). U2OS GPR55 beta-arrestin-GFP translocation imaging, LPI antagonism; higher % means a stronger effect. inhibition, % at 10 µM; hits with a dose series show IC50 in µM. 290,000 tested, 0.13% active;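 active = spots per cell inhibited over 60%, with over 100 cells counted and total cytoplasm intensity under 500,000; inconclusive = wells with under 100 cells, flagged as likely toxic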;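 also: U2OS cells stably carrying GPR55 and arrestin-GFP stimulated by 5 µM LPI near EC80; imaged beta-arrestin-GFP aggregate spots per cell after agonist stimulation; plate controls were LPI-stimulated DMSO wells for no effect and DMSO wells without LPI for full effect; some results filed as inactive read as strong as hits; confirmed hits need IC50 under 10 µM and bright autofluorescent wells are also inconclusive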
KOR beta-arrestin-2: KOR antagonists, beta-arrestin recruitment, cell-based, luminescence, uHTS (AID 1778); one-dose inhibition, % at 10 µM; IC50 in µM for titrated hits; 290,000 tested, 0.091% active; Kappa-type opioid receptor (Homo sapiens); KOR beta-arrestin recruitment, luminescence, antagonist mode; higher % means a stronger effect; also: strong numbers were not always called active
T cell HTS: modulators of CD8 T cell-vesicle binding, primary screen, mouse 2C CD8+ T cells, flow cytometry; 2C CD8+ T cell-vesicle binding; hits give low values; 330,000 tested, 0.068% active; calls only at 7 µM; AID 2052, 2009;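 active = response, share of CD8 T cells binding vesicles, and their 90th percentile fluorescence all below set limits, cut at about 80% in these data, passing the limit was not always enough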
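Read-out – percent CD8+ FL2 mean versus row control · System – murine 2C transgenic CD8+ T lymphocytes · Times – 1.5 h cell–vesicle binding at 37 °C, then 20 min icy labelling · Control set – naked vesicles low, QL9 vesicles with vehicle high · Detection – cytometric PE anti-B7-1 and Alexa647 anti-CD8 signals after 1% paraformaldehyde fixation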
T cell HTS vesicle-bound %: second read-out of T cell HTS, no call of its own (marks repeat the call); double positive events, %; measured here: CD8+ vesicle-bound cell fraction;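 binding gate set so that unloaded-vesicle control wells show 10% double positive cells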
NTR1 agonist cell count 20 µM: also measured in NTR1 agonist; calls as there; cell count; measured here: cell count, cytotoxicity flag
Myeloid diff MLP GFP+ MAC1+ %: further read-out of Myeloid diff MLP, marked with its call; GFP+ MAC1+ double positive, %; measured here: differentiation confirmed by MAC1 staining
Numbers without * were called inactive; i = inactive; ? = inconclusive; / = not tested or not shown; + = active, no number; [ ] = dose if it differs, or a comment. Rule as the data show it, unless noted: active = inhibition above about 50%; inactive = the rest. A portion of the library, so the mix of outcomes need not match the whole.

SMILES	NOD1 NF-kB reporter	NTR1 agonist	NTR1 agonist cell count 20 µM	KOR beta-arrestin-1	GPR55 beta-arrestin	NOD2 inhibition	Myeloid diff MLP	Myeloid diff MLP GFP+ MAC1+ %	GPR55 antagonists	KOR beta-arrestin-2	T cell HTS	T cell HTS vesicle-bound %
COc1nc(N2CCOCC2)nc(-n2cccc2)n1	-36%	-0.7	87	1.2%	-0.5%	-8%	i	1.6	-7%	-11%	i	38
CCNC(=S)N1CCCCC1CO (configuration not stated)	-15%	-1.0	36	3.8%	-0.1%	21%	i	0.4	-8%	-30%[20 µM]	i	50
CCc1ccc2[nH]c(=O)c(CN(Cc3ccccc3)Cc3nnnn3Cc3ccco3)cc2c1	-23%	7.2	38	11%	1.3%	-13%	i	0.7	3%	-30%	i	39
COc1ccc(CCn2c(SCCN3CCCCC3)nc3ccccc3c2=O)cc1OC	-24%	0.8	64	/	0.3%	-9%	i	0.1	24%	-19%[20 µM]	i	62
O=C(NC(=S)Nn1cnc2c(cnn2-c2ccccc2)c1=O)c1ccc(Oc2ccccc2)cc1	14%	2.6	68	1.5%	-0.1%	17%	i	0.6	7%	-10%	i	42
CC(C)(CNC(=O)c1sc2cc(F)ccc2c1Cl)N1CCOCC1	-38%	0.0	81	3.6%	0.4%	2%	i	0.3	-1%	-39%	i	66
Cc1ccc(Oc2ccccc2/C=C2\SC(=O)N(C)C2=O)cc1	8%	0.7	96	1.8%	0.2%	8%	i	0.8	5%	-24%	i	18
O=C1C=C(N2CCOCC2)C2(CCCCC2)O1	-26%	0.6	84	/	0.3%	7%	i	0.3	9%	-28%[20 µM]	i	36
S=c1ccc2ccccc2[nH]1	-10%	0.8	50	-2.2%	-0.3%	4%	i	0.4	-22%	17%	i	7
CCOc1ccc(Br)cc1S(=O)(=O)NCc1ccc(S(N)(=O)=O)cc1	-1%	3.6	74	-4.9%	-0.1%	5%	i	0.8	10%	-46%[20 µM]	i	27
NC1=NN=C(N2N=C(c3ccco3)CC2(O)C(F)(F)F)n2ncnc2C1 (configuration not stated)	-28%	-0.8	40	-4.6%	-0.4%	2%	i	0.4	0%	-10%	i	44
Cc1cc(NC(=O)NC2CCCN2S(=O)(=O)c2ccc(Cl)cc2)no1 (configuration not stated)	4%	0.5	43	-7.4%	0.0%	0%	i	0.4	8%	7%	i	49
O=C(CCn1c(=O)[nH]c2ccsc2c1=O)N(CCc1ccccc1)Cc1ccccc1	9%	4.1	91	-1.7%	0.2%	8%	i	2.7	14%	9%	i	32
Cc1ccccc1NC(=S)NC(NC(=O)COc1ccccc1)C(Cl)(Cl)Cl (configuration not stated)	-9%	-0.5	97	3.5%	-0.2%	-21%	i	0.3	13%	11%	i	33
Cc1ccc2cc3c(N)[nH]nc3nc2c1	-17%	0.4	48	11%	0.0%	8%	i	0.7	8%	-9%	i	46
Cc1ccc(NC(=O)c2ccncc2)cc1[N+](=O)[O-]	-8%	0.6	57	-3.6%	0.1%	26%	i	0.8	-3%	-3%	i	36
CC1CCCC(C)N1C(=O)CSc1ccc(-c2ccc3c(c2)OCCO3)nn1 (configuration not stated)	26%	-0.1	52	-3.5%	-0.3%	-1%	?	/	10%	3%	i	45
O=C(COc1ccc2c(c1)CCC2)N1CCc2ccccc21	-69%	0.8	85	-6.9%	0.7%	-77%	i	0.5	2%	40%	i	19
CCN1CCN(C(=O)c2cc3c(=O)n4ccccc4nc3s2)CC1	-29%	-0.4	59	-0.8%	/	0%	i	1.0	2%	-13%	i	16
COc1ccc(CC(=O)NCC2CCCCC2)cc1OC	8%	0.9	58	0.3%	-0.3%	-5%	i	0.5	1%	-6%	i	56
COc1ccc(C(=O)C2CCCN(Cc3ccc(C#CCCO)cc3)C2)cc1F (configuration not stated)	5%	2.8	82	/	-0.2%	5%	+	0.9*	-14%	2%	i	38
COc1ccc(C(NC(=O)c2cccc(F)c2)c2ccccc2)cc1 (configuration not stated)	-20%	-1.8	67	-4.5%	0.4%	-2%	i	0.9	-2%	6%	i	34
CCn1c2ccccc2c2cc(/C=N/NC(=O)c3ccccc3C)ccc21	-7%	2.1	61	6.9%	-0.1%	2%	/	/	-12%	-122%	i	37
S=C(NCc1cccs1)Nc1ccc(Cl)cc1	-21%	-0.7	41	1.3%	-0.3%	2%	i	1.0	-2%	0%	i	50
Cc1ccc(CNC(=O)c2ccccc2NC(=O)CN2CCN(C)CC2)cc1	7%	-0.1	48	-4.0%	0.5%	-6%	i	1.1	-1%	-21%	i	49
The list goes on.
SMILES	NOD1 NF-kB reporter	NTR1 agonist	NTR1 agonist cell count 20 µM	KOR beta-arrestin-1	GPR55 beta-arrestin	NOD2 inhibition	Myeloid diff MLP	Myeloid diff MLP GFP+ MAC1+ %	GPR55 antagonists	KOR beta-arrestin-2	T cell HTS	T cell HTS vesicle-bound %
COc1ccc(C(C)=O)c(OC(=O)c2ccco2)c1	29%	1.9	25	0.7%	-0.1%	-1%	i	0.9	14%	18%	i	40
CN(C)CCCn1c(SCC(=O)Nc2sc3c(c2C#N)CCCC3)nnc1-c1ccncc1	-14%	0.1	42	3.9%	0.3%	1%	i	3.4	10%	15%	i	7
COC(=O)c1sc(NC(=S)NC(=O)c2ccccc2C)nc1C	-24%	3.7	50	/	-0.1%	-4%	i	0.5	3%	-19%[20 µM]	i	12
CCCCOP(=O)(c1ccc(N(C)C)cc1)C(O)c1ccc(N(C)C)cc1 (configuration not stated)	1%	-2.1	87	-5.7%	-0.1%	14%	i	0.1	7%	19%	i	20
O=S1(=O)c2cccc3cccc(c23)N1Cc1nnc(-c2ccccc2Br)o1	32%	6.7	55	-1.7%	-0.2%	-2%	i	0.1	3%	-6%	i	28
Cc1ccccc1N(CC(=O)NC(C)(C)C)C(=O)CS(=O)CC(=O)Nc1ccc2c(c1)OCO2 (configuration not stated)	-47%	0.8	40	/	-0.2%	7%	i	0.1	-3%	16%[20 µM]	i	49
N#Cc1cccnc1Nc1cccc(Cl)c1	-25%	-1.3	44	1.3%	0.7%	1%	i	0.2	1%	/	i	38
CCOC(=O)N1CCC(NS(=O)(=O)c2cc(Br)cnc2N)CC1	2%	-0.4	36	-4.7%	-0.1%	12%	/	/	0%	2%	i	61
CCOC(=O)C1CSC(CC(=O)Nc2ccc(Cl)cc2)C(=O)N1 (configuration not stated)	-30%	-0.1	54	-4.8%	-0.1%	6%	i	2.3	-9%	18%	i	35
CC(C)C(NC(=O)OCc1ccccc1)C(=O)NCc1ccc(C(=O)O)cc1 (configuration not stated)	-36%	-0.7	72	-2.2%	0.3%	2%	i	0.3	8%	16%	i	46
CC(C)C(=O)NCCSc1c[nH]c2ccccc12	-15%	-3.1	54	-2.6%	0.3%	6%	i	1.4	5%	1%	i	15
Cc1c(Cl)c(=O)oc2cc(OC(C)C)ccc12	-7%	2.5	50	-1.2%	0.8%	16%	i	0.4	4%	-1%	i	36
O=C(CSc1nc(-c2ccccc2)cs1)NC(=O)NCc1ccco1	5%	7.5	58	14%	-0.3%	14%	i	7.5	-2%	-48%	i	20
CC(C)CC(=O)Nc1ccc(C(=O)Cn2c(=O)oc3ccccc32)cc1	-26%	0.4	67	0.5%	1.1%	12%	i	0.4	6%	-35%	i	27
CCc1ccc(/C=C/C(=O)C2C(=O)c3ccccc3C2=O)cc1	-60%	-0.5	66	2.0%	0.3%	-243%	+	15*	-5%	-15%	i	24
O=C(CSCC(=O)OCC(=O)c1ccc(Br)cc1)Nc1cccc2ccccc12	-2%	0.5	100	1.5%	0.1%	-11%	i	0.8	-7%	2%	i	13
COC(=O)CNC(=O)COC(=O)c1ccc(OC)c([N+](=O)[O-])c1	-28%	-0.3	66	-1.5%	-0.2%	-11%	i	0.5	-5%	22%	i	73
COC(=O)c1ccc(S(=O)(=O)N2C3CCC2CC(NC(=O)NC2CCCCC2)C3)cc1 (configuration not stated)	-8%	/	/	-0.2%	-0.2%	-15%	i	0.9	-8%	13%	i	32
O=C(O)c1cc(-c2ccc(Cl)cc2)n[nH]1	-27%	0.5	28	4.5%	0.3%	-10%	i	0.7	-1%	-30%	i	57
O=C(N/C=C/c1ccc(Cl)cc1)NCc1ccc(Cl)cc1	-21%	2.3	59	0.0%	-0.2%	6%	i	0.8	9%	-4%	i	28
COc1ccc2cc(C#N)c(N3CCN(C(=O)c4ccccc4C)CC3)nc2c1	-20%	0.3	41	-1.8%	-0.3%	-9%	i	1.0	-6%	-32%	i	70

4 entries from above, ordered by SMILES length, high to low.
SMILES	NOD1 NF-kB reporter	NTR1 agonist	NTR1 agonist cell count 20 µM	KOR beta-arrestin-1	GPR55 beta-arrestin	NOD2 inhibition	Myeloid diff MLP	Myeloid diff MLP GFP+ MAC1+ %	GPR55 antagonists	KOR beta-arrestin-2	T cell HTS	T cell HTS vesicle-bound %
O=S1(=O)c2cccc3cccc(c23)N1Cc1nnc(-c2ccccc2Br)o1	32%	6.7	55	-1.7%	-0.2%	-2%	i	0.1	3%	-6%	i	28
CCCCOP(=O)(c1ccc(N(C)C)cc1)C(O)c1ccc(N(C)C)cc1 (configuration not stated)	1%	-2.1	87	-5.7%	-0.1%	14%	i	0.1	7%	19%	i	20
CCOC(=O)C1CSC(CC(=O)Nc2ccc(Cl)cc2)C(=O)N1 (configuration not stated)	-30%	-0.1	54	-4.8%	-0.1%	6%	i	2.3	-9%	18%	i	35
O=C(O)c1cc(-c2ccc(Cl)cc2)n[nH]1	-27%	0.5	28	4.5%	0.3%	-10%	i	0.7	-1%	-30%	i	57

Individual results from the list:
GPR55 antagonists with COC(=O)c1ccc(S(=O)(=O)N2C3CCC2CC(NC(=O)NC2CCCCC2)C3)cc1 (configuration not stated) reads -8%
KOR beta-arrestin-1 with CCOC(=O)C1CSC(CC(=O)Nc2ccc(Cl)cc2)C(=O)N1 (configuration not stated) reads -4.8%
